# Screening results from PubChem BioAssay.
# NadD inh: inhibitors of Staphylococcus aureus NadD | purified NadD enzyme, colorimetric absorbance read-out | inhibition, % at 20 µM | 0.78% of 360,000 active | AID 602399; in the data active = inhibition above about 26%; note: some compounds past the cut are filed as inactive
# Neddylation inh: inhibitors of human cullin neddylation | 0.58% of 360,000 active | TR-FRET cullin neddylation, biochemical | calls only at 25 µM | AID 651699 | P61081+Q13564; in the data active = inhibition above about 36%
# Target sequence (P61081 whole entry, looked up): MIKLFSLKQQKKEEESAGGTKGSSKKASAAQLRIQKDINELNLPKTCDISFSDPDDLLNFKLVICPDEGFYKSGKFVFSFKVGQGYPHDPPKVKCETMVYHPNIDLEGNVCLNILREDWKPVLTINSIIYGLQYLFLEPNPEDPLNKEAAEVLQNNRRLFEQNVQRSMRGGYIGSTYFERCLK
# Target sequence (Q13564 whole entry, looked up): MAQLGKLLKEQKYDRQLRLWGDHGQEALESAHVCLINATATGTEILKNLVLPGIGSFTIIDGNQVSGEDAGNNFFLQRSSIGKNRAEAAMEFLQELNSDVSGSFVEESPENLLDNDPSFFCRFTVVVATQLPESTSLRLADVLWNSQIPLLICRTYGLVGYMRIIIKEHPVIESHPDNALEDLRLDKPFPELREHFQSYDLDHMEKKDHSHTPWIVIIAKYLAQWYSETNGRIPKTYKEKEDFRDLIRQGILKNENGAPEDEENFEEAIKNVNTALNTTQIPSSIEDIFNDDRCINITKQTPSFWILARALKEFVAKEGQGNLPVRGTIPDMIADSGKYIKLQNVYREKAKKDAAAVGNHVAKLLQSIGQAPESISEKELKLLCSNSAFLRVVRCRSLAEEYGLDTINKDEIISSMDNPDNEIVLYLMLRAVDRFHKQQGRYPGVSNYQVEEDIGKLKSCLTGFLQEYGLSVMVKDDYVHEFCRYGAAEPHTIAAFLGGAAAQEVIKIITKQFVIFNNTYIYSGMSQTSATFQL
# STEP inh: inhibitors of human striatal-enriched phosphatase STEP; recombinant STEP, OMFP fluorogenic substrate, fluorescence; inhibition, % at 20 µM; 0.25% of 360,000 active; AID 588621;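 active = inhibition at 20 µM, scaled per plate between control wells, above about 37%, limit read from the data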;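 note: 0% = DMSO with enzyme and substrate and 100% = substrate only without enzyme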
#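 Measure: Control-normalized % inhibition with plate pattern correction | Test system: STEP phosphatase, cell-free reaction | Medium: pH 6.0 Bis-Tris with DTT and Tween 20 | Technique: Fluorescence, 480/540 nm | Times: Reaction 20 min, ambient temperature | Doses: Single compound dose of 20 µM, 1% DMSO final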
# DNMT1 block: DNMT1 (human) enzyme inhibition; AID 588458; P26358; DNMT1 molecular beacon, Hinp1I cleavage, fluorescence; 0.83% of 360,000 active; inhibition (reported as % activation of signal), % at 10 µM; in the data active = inhibition above about 50%
# CendR NRP1 mod: alters CendR peptide binding to human NRP-1. O14786. FAM-RPARPAR peptide binding to NRP-1, fluorescence polarization. inhibition, % at 25 µM. 0.85% of 360,000 active. AID 602438;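 active = inhibition or corrected inhibition above about 18%, plus a signal ratio from 0.5 to 1.5, limit read from the data, passing the limit was not always enough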; note: strong numbers were not always called active
# Tb MetRS inh: blocks T. brucei methionyl-tRNA synthetase activity. purified T. brucei MetRS, ATP depletion, Kinase-Glo luminescence. inhibition, % at 11.9 µM. 0.4% of 360,000 active. AID 624268;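 active = inhibition above a per-plate cutoff of the control wells' mean inhibition plus 3 SD, cut at about 5.5% in these data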;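 note: 0% = DMSO wells median and 100% = median of wells with control inhibitor compound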
#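 Dosing: 11.9 µM compound single dose, 0.9% DMSO; Assay system: purified T. brucei MetRS enzyme; Measured by: Kinase-Glo luciferase luminescence reporting remaining unconsumed ATP; Schedule: 15 min plus 2 h at 25 °C.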
# SUMO1-SIM PPI: alters human SUMO1 binding to SIM partners; SUMO1 binding to a labelled peptide, TR-FRET, 1 h; inhibition, % at 20 µM; 0.33% of 360,000 active; in the data active = inhibition above about 37%
# Target sequence (P63165 whole entry, looked up): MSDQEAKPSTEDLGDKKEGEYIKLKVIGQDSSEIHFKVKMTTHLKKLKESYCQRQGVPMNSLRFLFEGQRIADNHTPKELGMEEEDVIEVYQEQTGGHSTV
# LMPTP inh: LMPTP (human) inhibition; P24666; recombinant LMPTP-A, OMFP fluorogenic substrate, fluorescence intensity; inhibition, % at 20 µM; 0.22% of 360,000 active; AID 651560;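 active = compounds that cut the enzyme signal by at least half of the control window in the single-dose screen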;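 note: plate controls were DMSO wells with enzyme plus substrate for no effect and substrate without enzyme for full effect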
#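 Test system: LMPTP-A phosphatase enzyme. Amount: LMPTP-A at 0.625 nM final in the reaction. Reagent: OMFP substrate, 400 µM final. Times: 50 min at room temperature. Signal: endpoint fluorescence intensity from OMFP dephosphorylation. Read-out basis: % inhibition. Benchmarks: no-enzyme and uninhibited controls.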
# Scp-1 inhibitor: Scp-1 (human) phosphatase inhibition | Recombinant Scp1, phosphopeptide, malachite green phosphate absorbance | inhibition, % at 20 µM | 0.88% of 340,000 active;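 active = inhibition above about 50% at 20 µM, limit read from the data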;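 note: plate controls were DMSO wells with enzyme for no effect and wells lacking enzyme for full effect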
# Target sequence (Q9GZU7 76-261 limits assumed): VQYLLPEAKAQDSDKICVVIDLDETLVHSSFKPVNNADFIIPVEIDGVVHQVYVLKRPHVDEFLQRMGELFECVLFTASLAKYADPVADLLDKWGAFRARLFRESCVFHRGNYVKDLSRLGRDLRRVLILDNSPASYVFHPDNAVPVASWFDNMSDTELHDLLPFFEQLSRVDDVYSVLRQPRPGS
#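 Test system: SCP-1 phosphatase catalytic domain, residues 76-261 | Compound dosing: One concentration, 20 µM, with 1.0% DMSO | Schedule: 45 min room-temperature reaction, 5 min colour, 30 min stabiliser | Detection: Absorbance at 630 nm | Read-out basis: % inhibition of SCP-1 phosphate liberation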
# SKN-1 block: inhibitors of C. elegans SKN-1; C. elegans VP596 Pgst-4::GFP/RFP ratio, acrylamide-induced, 24 h; inhibition, % at 21.8 µM; 0.49% of 360,000 active;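 active = interference check ratio from 0.5 to 1.5 plus GFP to RFP signal ratio inhibition reaching or exceeding a fixed threshold, cut at about 30% in these data, passing the limit was not always enough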; note: some compounds called inactive have numbers as strong as hits
# * = called active by the depositor; i = inactive; . = no result given.
SMILES,NadD inh,Neddylation inh,STEP inh,DNMT1 block,CendR NRP1 mod,Tb MetRS inh,SUMO1-SIM PPI,LMPTP inh,Scp-1 inhibitor,SKN-1 block
O=C(CCc1ccccc1)NCC(=O)N/N=C/c1ccc2c(c1)OCO2,-5,i,2,0,3,-0.8,-6,-1.2,-3,-1
Cc1nnc(SC(C)C(=O)c2c[nH]c3ccccc23)n1C1CC1 (centres undefined),-4,i,0,4,-8,1.3,-4,-0.9,.,4
Cc1ccc(C(=O)Nc2nc(C(C)(C)C)cs2)s1,-3,i,-1,-2,17,-0.7,-5,0.5,3,0
O=C(CSc1nc(N2CCOCC2)nc(N2CCOCC2)n1)Nc1ccc(Cl)cc1Cl,-5,i,0,2,1,0.4,4,0.4,-10,12
CN(C)S(=O)(=O)c1cccc(NC(=O)Cc2ccsc2)c1,-3,i,-1,-2,7,0.1,6,-0.2,6,6
C#CCOCCOCCOCCNc1nc(N2CCN(C(=O)CCCCCCCCCCNC(=O)[C@H](CCCCN)n3cc(C[C@@H](C)CC)nn3)CC2)nc(N2CCN(C(=O)CCCCCCCCCCNC(=O)[C@H](CCCN=C(N)N)n3cc(C[C@@H](C)CC)nn3)CC2)n1,64*,i,29,-227,40*,-0.2,72*,14,58*,17
O=C(Nc1ccc(Cl)cc1)N(Cc1cccnc1)Cc1ccco1,1,i,-1,1,9,-0.3,2,-0.6,-1,19
Cc1nnc(C)n1/N=C/c1cc2ccccc2nc1Cl,-4,i,2,3,-4,-0.1,-11,-0.7,-5,0
CC1(C)CNC(=O)c2sc(NC(=O)CN3CCOCC3)nc2C1,1,i,0,0,-16,0.1,-1,-1.1,-4,2
CC(C)C#Cc1ccc2c(c1)O[C@@H](CN(C)S(=O)(=O)c1cn(C)cn1)[C@@H](C)CN([C@H](C)CO)S2(=O)=O,4,i,1,-4,0,-0.6,4,-1.6,.,4
COc1ccc(NS(=O)(=O)c2cc(NC(=O)/C=C/c3cc(OC)ccc3OC)ccc2N2CCCCC2)cc1,39*,.,6,-1,0,-0.2,-1,1.6,9,0
CCCCC1=CC2=C(c3ccco3)C(=O)C(C)(OC(=O)c3ccc(OC)cc3)C(=O)C2=CN1Cc1ccco1 (centres undefined),37*,i,4,56*,-21,0.4,10,17,-8,11
Cc1nc(CS(=O)(=O)c2ccc(Cl)cc2)sc1C(=O)O,-5,i,2,0,-10,-1.4,11,-1.4,-11,-3
CCc1ccc(C(O)c2ncc(-c3ccc(C)cc3)[nH]2)cc1 (centres undefined),3,i,0,-2,5,-0.1,1,1.2,.,1
CC(C)(C)N(CC(=O)NC1CCCCC1)C(=O)CS(=O)CC(=O)Nc1ccc(F)cc1 (centres undefined),-4,i,-1,2,0,-0.3,4,-2.7,-5,12
CCc1nc2ccccc2c(=O)n1NCCc1ccccc1,1,i,2,-1,11,-0.4,1,-0.8,-4,16
Cc1ccc(CNc2oc(C)nc2C#N)cc1,-5,i,0,1,11,-0.1,-2,-1.6,2,-15
COc1ccc2oc(C(=O)NCCC(C)C)c(C)c2c1,-2,i,0,1,0,0.2,5,-0.1,-3,-4
CC(C)CC1(C(=O)NCc2cc(F)cc(C(F)(F)F)c2)C=CCN1C(=O)c1ccccc1 (centres undefined),0,i,1,7,-14,-0.1,2,0.8,1,-4
Cc1cccnc1NC(=O)c1ccc(OCc2c(C)noc2C)cc1,5,i,1,0,15,-0.2,6,-0.1,-5,0
C=CCNC(=S)NNC(=O)C(CCC(C)C)CC(C)(C)O (centres undefined),-2,i,-2,1,3,-0.1,0,-0.7,-8,-15
Cc1cc(-n2c(C)cc(C(=O)CN3C(=O)NC4(CCCCC4)C3=O)c2C)no1,-1,i,2,-12,-15,-0.7,-3,-1.7,-1,3
CCCCc1ccc(NC(=O)CN2C(=O)C3CCCCC3C2=O)cc1 (centres undefined),-9,i,-2,1,-5,-0.6,0,2.4,-4,8
CCOCCCNC(=S)N1CCCN(c2nc3cc(C)cc(C)c3cc2C#N)CC1,-5,i,4,-7,-3,0.0,-3,1.4,-6,-17
Brc1ccc(-c2csc(/N=C/N3CCOCC3)n2)cc1,-3,i,-1,-1,10,0.3,-12,2.5,3,20
O=C(N[C@@H](Cc1ccccc1)C(=O)OCc1ccccc1)c1nc[nH]c1C(=O)NC1CCNCC1,-3,i,-3,3,6,0.0,1,-1.5,-1,26
Cc1ccc(CSc2nnc(CS(=O)Cc3ccc(Cl)cc3Cl)n2C)cc1 (centres undefined),0,i,2,4,11,-0.6,0,1.0,2,8
CC1(c2nnc(-c3cccc(Cl)c3)o2)CC(c2ccc(Br)cc2)=NO1 (centres undefined),-3,i,-4,3,13,0.1,3,1.0,-9,2
CCCCn1c(N)c(N(CC)C(=O)c2cc(S(=O)(=O)N3CCN(CC)CC3)ccc2Cl)c(=O)[nH]c1=O,-4,i,-1,5,6,-0.5,1,1.8,-7,0
O=C(Nc1cccnc1Cl)c1cc(-c2ccccc2O)on1,-7,i,0,0,0,-0.6,2,-0.7,-3,27
CCOC(=O)c1ccc(-n2c(N)c(C(=O)NCC3CCCO3)sc2=S)cc1 (centres undefined),2,i,0,1,-9,-0.3,-33,0.4,-4,5
CCOC(=O)c1c(-c2ccc(C)cc2)csc1/N=C/N(C)C,-3,i,1,2,3,0.1,-10,1.7,-5,2
CCOC(=O)CNC(=O)COc1coc(CN2CCN(c3ccccc3)CC2)cc1=O,2,i,-1,2,22,-0.3,1,-1.2,7,-3
CC1CCc2c(C(=O)NCc3cccnc3)csc2C1 (centres undefined),3,i,0,2,-4,-0.3,-2,-0.4,-1,0
CC(C)Cc1nnc(NC(=O)C2CSC3(C)CCC(=O)N23)s1 (centres undefined),-5,i,1,-1,18,0.1,-3,-0.7,-3,8
COC(=O)[C@@H](NC(=O)Nc1ccc(S(N)(=O)=O)cc1)C(C)C,-4,i,-4,4,9,0.8,4,-1.8,-8,4
CCOC(=O)CSc1nnc(CNC(=O)c2ccc([N+](=O)[O-])cc2)n1C,-3,i,-2,-1,6,-0.3,-11,0.3,0,-3
O=C(CNC(=O)c1ccc(-c2ccccc2)cc1)OCc1c(F)cccc1Cl,7,i,-1,1,-7,-0.8,-2,1.2,-7,8
CC(=O)Nc1ccc(-c2csc(NC=C3C(=O)OC(C)(C)OC3=O)n2)cc1,-1,i,1,-3,-9,-0.5,-6,-1.0,-8,1
CCCOc1ccc(NC(=O)C(=O)NCCCn2ccnc2)cc1,-4,i,5,-1,0,-0.7,-2,-2.3,-5,4

# Entries of single compounds, quoted from the list.
# Entry for CCOC(=O)c1c(-c2ccc(C)cc2)csc1/N=C/N(C)C → NadD inh: -3; Neddylation inh: i; STEP inh: 1; DNMT1 block: 2; CendR NRP1 mod: 3; Tb MetRS inh: 0.1; SUMO1-SIM PPI: -10; LMPTP inh: 1.7; Scp-1 inhibitor: -5; SKN-1 block: 2
# Entry for Cc1ccc(CSc2nnc(CS(=O)Cc3ccc(Cl)cc3Cl)n2C)cc1 (centres undefined) → NadD inh: 0; Neddylation inh: i; STEP inh: 2; DNMT1 block: 4; CendR NRP1 mod: 11; Tb MetRS inh: -0.6; SUMO1-SIM PPI: 0; LMPTP inh: 1.0; Scp-1 inhibitor: 2; SKN-1 block: 8

# The listing continues.
SMILES,NadD inh,Neddylation inh,STEP inh,DNMT1 block,CendR NRP1 mod,Tb MetRS inh,SUMO1-SIM PPI,LMPTP inh,Scp-1 inhibitor,SKN-1 block
O=C(CSc1nnc(CNC(=O)c2ccc(F)cc2)o1)Nc1ccc2c(c1)OCCO2,2,i,2,2,-3,-0.2,2,-0.7,1,0
CC(=O)NC(=S)Nc1ccccc1N1CCCCC1,-3,i,1,0,-12,-0.5,3,-0.6,-6,6
Cc1noc(NS(=O)(=O)c2ccc(NC(=O)C(C)(C)C)cc2)c1C,-7,i,-2,1,4,-0.9,3,-3.8,-3,-22
Cc1cccc(NS(=O)(=O)c2cccc(C(=O)N3CCN(c4ccccn4)CC3)c2)c1,0,i,0,-1,-2,-0.2,14,3.5,4,-1
N#C/C(=N\Nc1ccc(Cl)c(Cl)c1)C(=O)C1CC1,-5,i,2,-9,3,0.1,-3,2.8,-10,-12
O=C(CC(NC(=O)c1ccccc1Cl)c1ccccc1)Nc1ccc2c(c1)OCO2 (centres undefined),-3,i,3,0,-3,0.1,1,-0.3,-14,7
Cc1ccc(-c2n[nH]c(=S)n2C)cc1,2,i,0,2,-2,-0.7,3,-0.2,6,-4
Cc1cccc(CCN2C(N(C)C)=NC[C@@H]2Cc2ccccc2)c1,-6,i,-3,2,-7,-0.5,-3,-2.0,1,-7
Cn1ncc2c(NCCO)nc(Cl)nc21,2,i,-3,1,9,-0.2,4,-1.8,0,11
COc1ccc(C)cc1NC(=O)CN(C)S(=O)(=O)c1ccc2c(c1)CCCN2C(C)=O,-6,i,3,-1,7,-0.7,3,-1.8,-8,-1
Cc1ccc(O)c(-c2cc(-c3cccc(Br)c3)n[nH]2)c1,1,i,-1,-9,7,0.2,8,4.1,1,5
Cc1ccc(-c2ccc(/C=N\NC(=O)C3C(=O)NCC3c3ccccc3)o2)cc1Cl (centres undefined),27,i,4,-12,11,-0.5,-19,3.5,-5,12
Cc1ccccc1NC(=O)COc1coc(CN2CCN(c3ccccc3)CC2)cc1=O,-6,i,-3,2,-1,-0.7,1,-0.6,2,-9
Cc1cc(C(=O)OCn2nnc3ccccc3c2=O)c(C)n1-c1ccccc1,0,i,0,-8,9,-0.1,-4,4.9,-16,9
O=C(CC[C@H]1O[C@@H](n2cnc3c(NC(=O)c4ccccc4)ncnc32)[C@H](O)[C@@H]1O)NCC1CCN(Cc2ccccc2)CC1,-8,i,-5,-11,-10,-0.8,2,-2.1,.,-10
Cc1ccc(-c2nnn(CC(=O)N(c3ccccc3F)C(C(=O)NCC3CCCO3)c3c[nH]c4ccccc34)n2)cc1 (centres undefined),1,i,-1,-7,-2,-1.6,0,2.5,-21,6
O=C(Nc1ccc(Br)cc1Cl)Nn1cnnc1,6,i,-1,2,0,0.4,2,-0.6,-6,-9
O=C(CCNC(=O)c1ccc([N+](=O)[O-])cc1)Nc1nccs1,14,i,-1,0,-5,0.2,-32,-0.7,18,-2

# Compounds from the list above containing an aryl methoxy group:
SMILES,NadD inh,Neddylation inh,STEP inh,DNMT1 block,CendR NRP1 mod,Tb MetRS inh,SUMO1-SIM PPI,LMPTP inh,Scp-1 inhibitor,SKN-1 block
COc1ccc(NS(=O)(=O)c2cc(NC(=O)/C=C/c3cc(OC)ccc3OC)ccc2N2CCCCC2)cc1,39*,.,6,-1,0,-0.2,-1,1.6,9,0
CCCCC1=CC2=C(c3ccco3)C(=O)C(C)(OC(=O)c3ccc(OC)cc3)C(=O)C2=CN1Cc1ccco1 (centres undefined),37*,i,4,56*,-21,0.4,10,17,-8,11
COc1ccc2oc(C(=O)NCCC(C)C)c(C)c2c1,-2,i,0,1,0,0.2,5,-0.1,-3,-4
COc1ccc(C)cc1NC(=O)CN(C)S(=O)(=O)c1ccc2c(c1)CCCN2C(C)=O,-6,i,3,-1,7,-0.7,3,-1.8,-8,-1
